SENP8 block-1: inhibitors of human SENP8 protease. Q96LD8. purified SENP8, Z-RLRGG-aminoluciferin cleavage, luminescence. inhibition, % at 10 µM. 1.2% of 330,000 active. AID 2540; in the data active = inhibition above about 50%
Target sequence (Q96LD8 whole entry, looked up): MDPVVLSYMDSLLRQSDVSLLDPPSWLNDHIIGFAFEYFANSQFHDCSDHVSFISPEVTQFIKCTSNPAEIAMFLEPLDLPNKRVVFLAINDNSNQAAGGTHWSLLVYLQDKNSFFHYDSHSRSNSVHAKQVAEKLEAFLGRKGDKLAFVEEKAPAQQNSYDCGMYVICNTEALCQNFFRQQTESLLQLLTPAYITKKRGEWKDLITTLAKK
SENP1 FRET inh: SENP1 (human) catalytic domain inhibition. recombinant SENP1 catalytic domain, CyPet-SUMO1-YPet FRET cleavage. inhibition, % at 10 µM. 0.21% of 360,000 active;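 active = inhibition at least 30% at 10 µM, raw YFP signal under a set limit, fluorescence ratio 0.5 to 1.5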;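 also: 0% = enzyme with DMSO and 100% = no enzyme wells; some results filed as inactive read as strong as hits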
Target sequence (Q9P0U3 419-644 limits assumed): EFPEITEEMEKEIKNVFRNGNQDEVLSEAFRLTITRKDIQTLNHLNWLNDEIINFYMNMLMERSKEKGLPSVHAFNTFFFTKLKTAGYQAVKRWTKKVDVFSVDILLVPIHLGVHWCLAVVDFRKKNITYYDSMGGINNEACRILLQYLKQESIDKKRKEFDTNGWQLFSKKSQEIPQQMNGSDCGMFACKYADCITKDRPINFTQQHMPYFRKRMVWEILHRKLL
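Assay system: hSENP1 catalytic domain, recombinant. Amount: SENP1 enzyme, 20 pM final. Schedule: 50 min reaction, RT, dark. Technique: FRET, CFP and YFP emission. Control set: no-enzyme wells low, DMSO-plus-enzyme wells high control.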
SENP6 block: inhibitors of human SENP6 protease; Recombinant SENP6 catalytic domain, aminoluciferin luminescence; AID 2599; Q9GZR1; inhibition, % at 10 µM; 1.8% of 330,000 active;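 active = inhibition above about 50% at the single tested dose, limit read from the data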;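 also: plate controls were DMSO wells with enzyme for no effect and DMSO wells lacking enzyme for full effect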
Target sequence (Q9GZR1 628-1112 limits assumed): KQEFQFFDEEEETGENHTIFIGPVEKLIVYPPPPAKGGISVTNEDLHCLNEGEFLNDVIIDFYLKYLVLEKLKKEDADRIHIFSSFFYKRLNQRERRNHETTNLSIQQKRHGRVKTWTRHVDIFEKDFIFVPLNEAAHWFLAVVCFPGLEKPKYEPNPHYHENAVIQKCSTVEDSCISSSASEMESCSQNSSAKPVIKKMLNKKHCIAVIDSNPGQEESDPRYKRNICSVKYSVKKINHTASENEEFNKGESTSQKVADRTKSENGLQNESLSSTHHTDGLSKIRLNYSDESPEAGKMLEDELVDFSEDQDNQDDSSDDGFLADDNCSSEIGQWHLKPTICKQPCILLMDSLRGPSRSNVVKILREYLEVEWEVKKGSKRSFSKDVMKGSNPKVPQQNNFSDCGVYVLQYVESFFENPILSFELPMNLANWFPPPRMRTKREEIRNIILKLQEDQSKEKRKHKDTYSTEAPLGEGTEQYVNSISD
SENP7 block: blocks the human protease SENP7; Q9BQF6; inhibition, % at 5 µM; recombinant SENP7, Z-RLRGG-aminoluciferin luminescence, 40 min; 1.5% of 330,000 active;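 active = inhibition above about 50% at the single test dose, limit read from the data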;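 also: plate controls were DMSO with enzyme for no effect and no enzyme buffer wells for full effect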
Apaf1 inhib: human Apaf-1 inhibition; O14727; reconstituted apoptosome caspase-3 activity, DEVD-Rh110 fluorescence; inhibition, % at 20 µM; 0.71% of 330,000 active; active = inhibition of at least 40% at 20 µM;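 also: plate controls were DMSO wells for no effect and DEVD-CHO caspase inhibitor wells for full effect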
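Material: reconstituted apoptosome with Apaf-1, cytochrome c, caspase-9, procaspase-3, dATP / Buffer or medium: pH 7.5 Hepes buffer with CHAPS, BSA, DTT / Also added: cytochrome c with DEVD-Rh110 / Schedule: compound with Apaf-1, dATP, procaspase-3 30 min, then 50 min reaction, room temperature / Technique: rhodamine 110 fluorescence at Ex 480/Em 540 nm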
NALP3 yeast inh: blocks the NALP3 inflammasome reconstituted in yeast. Yeast reconstituted NLRP3/ASC/caspase-1, beta-gal luminescence, 24 h. inhibition, % at 10 µM. 0.39% of 330,000 active. AID 2825;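 active = inhibition of 50% or more; inactive = inhibition below 50%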;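 also: plate controls were induced DMSO wells for no effect and uninduced yeast grown without galactose for full effect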
SENP8 block-2: blocks human SENP8 cleavage of Nedd8 substrate | Q96LD8 | recombinant SENP8, Nedd8 substrate fluorescence | inhibition, % at 20 µM | 0.64% of 360,000 active | AID 602440; in the data active = inhibition mostly above about 40%, no sharp cut-off; inactive = mostly below about 27%
PfG6PD inh: PfG6PD (Plasmodium falciparum) enzyme inhibition. PfGluPho enzyme, NADPH resazurin-diaphorase fluorescence. inhibition, % at 20 µM. 0.78% of 350,000 active;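 active = inhibition reaching at least a set limit at 20 µM in the primary screen, cut at about 59% in these data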;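 also: 0% = DMSO wells with substrate and 100% = DMSO wells lacking glucose-6-phosphate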
HKDC1 inh: blocks human hexokinase HKDC1 activity. recombinant HKDC1, G6PDH/diaphorase resazurin coupled fluorescence. inhibition, % at 20 µM. 0.16% of 340,000 active;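 active = inhibition above about 35% when tested at 20 µM, limit read from the data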;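 also: plate controls were DMSO wells with enzyme for no effect and DMSO wells lacking enzyme for full effect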
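Assay system: in-house recombinant HK5 (HKDC1) enzyme. Input: HKDC1 at 5 µg/mL. Medium: Tris pH 8.0 buffer with MgCl2, Tween-20, BSA, BME. Dosing: single 20 µM dose. Schedule: 90 min reaction incubation at room temperature, dark. Signal: resazurin-to-resorufin fluorescence via G6PDH and diaphorase coupling, 525/613 nm. Controls: DMSO-enzyme wells negative, buffer-substituted wells positive.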
Starred values were filed as active, the others as inactive; . = no result given.

SMILES	SENP8 block-1	SENP1 FRET inh	SENP6 block	SENP7 block	Apaf1 inhib	NALP3 yeast inh	SENP8 block-2	PfG6PD inh	HKDC1 inh
CCN(c1ccccc1)S(=O)(=O)c1nnc(NC(=O)c2ccco2)s1	1.6	-1.2	-15.8	-5.9	1.5	3.8	-198.3	-36.8	2.0
C=CCCC(=O)Nc1nc(C)c(-c2csc(Nc3cc(Cl)ccc3OC)n2)s1	2.3	-8.4	3.4	2.5	19.8	4.1	-299.8	9.9	0.0
CCC(C(=O)NC1CCCC1)n1c(SCc2cccc(C)c2)nc2ccncc21 (stereo not drawn)	-11.1	0.8	-13.9	10.4	10.6	3.1	18.0	-10.1	1.7
Cc1ccc(C2=NS(=O)(=O)N(C)C(C(=O)NCc3ccc4c(c3)OCO4)=C2)cc1	-0.2	0.6	-14.1	0.8	11.7	4.4	-5.5	15.7	-0.5
COc1ccc(N2CCN(C(=O)c3sc4ncn(CC(=O)N5CCCCC5C)c(=O)c4c3C)CC2)cc1 (stereo not drawn)	-18.4	0.4	0.2	14.2	4.0	5.9	1.4	-5.9	2.5
CCCNC(=O)c1cccc(COCC(F)(F)C(F)F)c1	7.5	0.4	-7.9	11.4	-17.7	11.6	2.9	-3.9	-9.6
COCCNc1nc(-c2ccccc2)nc2c1oc1ccccc12	-0.9	1.5	-4.3	-1.2	8.8	24.8	17.0	14.5	-1.3
CCCC(C(=O)NC1CCCC1)N(C(=O)Cn1nnc(-c2ccc(C)o2)n1)c1ccccc1F (stereo not drawn)	-4.0	-0.5	-3.6	5.5	9.9	19.6	5.4	14.0	-3.6
Cc1cc(C)n(-c2nc3ccccc3nc2N2CCCC2)n1	-3.1	-110.5	11.5	-1.7	-21.4	22.6	-99.9	0.6	-11.5
O=C(Nc1ccc(-n2cnnn2)cc1)C(c1ccccc1)c1ccccc1	-0.2	0.0	-16.4	4.7	4.2	-0.1	21.5	2.5	-4.7
CCOC(=O)c1cc(C(=O)NCc2ccc(Cl)cc2Cl)nn1C	-3.1	-1.1	20.3	-4.9	4.3	15.8	6.5	-3.8	9.5
COc1cccc(CC(NC(C)=O)C(=O)NC2CCN(c3ncccc3[N+](=O)[O-])CC2)c1 (stereo not drawn)	-13.4	.	-22.0	-3.5	5.8	2.5	.	.	.
CSc1nn2c(C)c(C)c(C)nc2c1C#N	1.6	0.0	-9.0	0.6	4.0	-1.2	-376.6	-7.4	-0.1
O=C(COC(=O)/C=C/c1ccc(OC(F)F)cc1)NC1CCCC1	4.6	-0.3	-18.7	-4.8	-2.9	5.0	13.0	7.8	-7.0
Cc1nonc1OCCN1CCN(c2ccccc2[N+](=O)[O-])CC1	-1.3	2.9	-9.2	-4.7	1.6	18.4	21.0	9.8	-9.4
COc1ccc(NC2=C3CCCC=C3N(c3ccc(OC)cc3)C2=O)cc1	0.9	1.6	13.4	11.1	7.6	8.1	29.7	24.8	-4.1
CCC1CCCCN1C/C=C/c1ccccc1[N+](=O)[O-] (stereo not drawn)	-2.8	2.9	-0.3	0.9	-11.5	8.7	16.3	2.3	-13.9
CCc1c(C(=O)N/N=C/c2cccs2)nnn1-c1nonc1N	-2.6	2.9	0.8	-6.8	2.3	13.4	6.0	0.2	-3.4
Nc1ccc2c(c1)C(=NO)c1ccccc1-2	.	-8.3	.	.	.	.	15.3	11.2	1.5
CCCCn1nc(NC(=O)CCC)c2cc3cc(OC)ccc3nc21	-9.3	-20.9	-0.2	-14.1	19.0	20.7	-283.6	24.1	5.0
CCOC(=O)c1c[nH]c2c(C)cc(C)cc2c1=O	-1.1	-1.3	-2.2	-2.9	-6.8	8.2	14.5	4.5	-3.9
CN1C(=O)CC(c2ccco2)Sc2ccccc21 (stereo not drawn)	0.8	-0.7	1.9	6.3	-16.6	-38.7	-4.1	10.2	-3.9
C=CC[C@@H](CC(=O)N(CCO)Cc1ccccc1)C(=O)N[C@@H](C)COC(=O)[C@@H](CC=C)CC(=O)OC(C)(C)C	-6.1	0.5	3.9	4.7	16.1	9.5	13.2	3.8	0.8
O=C(CC1SC(=Nc2ccccc2)N(CCc2c[nH]c3ccccc23)C1=O)Nc1ccccc1F (stereo not drawn)	-11.0	-9.1	-18.9	1.7	20.1	3.1	-14.0	10.0	-1.1
O=C(COc1ccccc1Br)c1ccc2c(c1)OCO2	15.5	2.8	38.6	26.1	4.8	7.2	4.2	2.2	-2.5

Among those listed so far, these have fluorine.
SMILES	SENP8 block-1	SENP1 FRET inh	SENP6 block	SENP7 block	Apaf1 inhib	NALP3 yeast inh	SENP8 block-2	PfG6PD inh	HKDC1 inh
CCCNC(=O)c1cccc(COCC(F)(F)C(F)F)c1	7.5	0.4	-7.9	11.4	-17.7	11.6	2.9	-3.9	-9.6
CCCC(C(=O)NC1CCCC1)N(C(=O)Cn1nnc(-c2ccc(C)o2)n1)c1ccccc1F (stereo not drawn)	-4.0	-0.5	-3.6	5.5	9.9	19.6	5.4	14.0	-3.6
O=C(COC(=O)/C=C/c1ccc(OC(F)F)cc1)NC1CCCC1	4.6	-0.3	-18.7	-4.8	-2.9	5.0	13.0	7.8	-7.0
O=C(CC1SC(=Nc2ccccc2)N(CCc2c[nH]c3ccccc23)C1=O)Nc1ccccc1F (stereo not drawn)	-11.0	-9.1	-18.9	1.7	20.1	3.1	-14.0	10.0	-1.1

Continuation:
SMILES	SENP8 block-1	SENP1 FRET inh	SENP6 block	SENP7 block	Apaf1 inhib	NALP3 yeast inh	SENP8 block-2	PfG6PD inh	HKDC1 inh
NC(=O)[C@H]1CC2(CC(c3cccc(NC(=O)COc4ccc(Cl)cc4)c3)=NO2)CN1C(=O)CC(c1ccccc1)c1ccccc1 (stereo partly drawn)	2.1	-0.1	0.1	-3.2	13.7	10.5	3.7	15.6	7.6
O=C(CSc1nn(-c2ccccc2)c(=S)s1)NC(=O)NCc1ccco1	1.8	1.7	9.6	6.4	0.4	19.7	2.9	-4.3	-8.2
Cc1ccc(S(=O)(=O)N2CCC(=O)N(CCOCc3ccccc3)CC2)cc1	-7.5	0.5	2.0	7.6	6.9	9.2	9.2	-5.7	-3.1
CCOC(=O)c1cc2c(=O)n3ccccc3nc2n(CC(C)C)c1=NC(=O)c1c(-c2c(F)cccc2Cl)noc1C	-4.7	-28.9	0.9	14.8	17.0	13.3	-383.9	10.9	-2.6
O=C(COC(=O)c1ccc(F)cc1F)Nc1cc(S(=O)(=O)N2CCOCC2)ccc1Cl	4.9	1.6	-4.9	1.1	-3.9	19.2	17.1	3.3	-0.9
O=C(N/N=C\c1ccc(Oc2ccccc2)cc1)c1csnn1	71.4*	1.8	74.9*	76.7*	7.9	41.2	-0.2	41.2	0.6
COC(=O)c1c(NC(=O)c2ccc(C)cc2)csc1C	-12.6	1.5	-19.9	-7.4	16.7	9.1	8.4	42.1	0.3
COc1ccc2oc(C(=O)Nc3nc(C)cs3)c(C)c2c1	43.4	-27.8	46.0	60.8*	-16.8	14.7	-347.8	9.0	1.5
Nn1cnc2scc(-c3ccco3)c2c1=O	1.5	-0.7	-4.5	0.3	-5.9	26.2	-7.8	12.2	1.8
COc1cccc(NC(=O)C(OC(=O)c2ccccc2NS(=O)(=O)c2cccs2)c2ccccc2)c1 (stereo not drawn)	6.1	1.2	4.0	3.1	-8.2	-46.6	-7.3	74.6*	-3.3
CCc1nnc(NS(=O)(=O)c2ccc(NC(=S)NC(=O)/C=C/c3cccs3)cc2)s1	4.3	-0.9	1.7	0.1	25.5	-0.2	11.4	-11.0	15.5
CC(C)c1nc(CNC(=O)CC2C(=O)NCCN2Cc2cccc(F)c2F)cs1 (stereo not drawn)	0.4	-12.6	3.1	4.1	5.0	2.4	-47.1	6.1	-2.1
Clc1ccccc1Cn1nnc(-c2cccs2)n1	-4.9	0.1	-25.0	7.7	10.4	-39.9	16.3	-22.8	6.6
C[C@@]12C(=O)N(CC3CCCO3)CC(=O)N1[C@H]1c3ccccc3OC[C@@H]1[C@@H]2c1ccccc1 (stereo partly drawn)	-3.9	2.0	2.0	2.9	-3.8	10.1	21.9	-0.9	-6.3
Cc1ccc(C(=O)N/C(=C/c2ccc(N(C)C)cc2)C(=O)NCC2CCCO2)cc1 (stereo not drawn)	-11.0	-8.9	-13.6	-2.1	0.5	-5.2	-139.8	3.9	3.6
N/C(=N\OC(=O)Cc1ccccc1)c1ccc([N+](=O)[O-])cc1	-4.0	3.6	4.6	8.2	20.8	-3.5	14.8	0.9	-8.6
O=C(NCc1cccs1)C1CCCN(S(=O)(=O)c2ccc3c(c2)OCO3)C1 (stereo not drawn)	6.8	3.4	3.7	1.3	-5.3	-7.4	17.0	-22.9	3.1
S=C(NNC(=S)NC1CC2CCC1C2)NC1CC2C=CC1C2 (stereo not drawn)	2.7	2.7	-13.8	6.9	20.6	15.8	8.3	21.6	-6.4
CSc1nnnc2ccccc12	.	-1.4	.	.	.	.	5.9	-12.5	-3.6
COc1ccc(-c2noc(CCCC(=O)NCCc3ccccc3)n2)cc1OC	-1.1	0.8	1.8	2.0	-1.4	-7.7	5.8	-13.5	-1.2
Cc1nc(SCC(=O)Nc2ccccn2)n[nH]1	-7.6	0.8	-7.0	-8.6	-9.5	4.6	14.1	6.3	-7.3
CCCCOc1cccc(C(=O)NC(=S)Nc2cccc(NC(=O)c3ccccc3Cl)c2)c1	-7.6	1.0	-4.4	-7.3	10.7	14.2	13.7	8.3	-1.3
CC(=O)c1sc(NC(=O)c2ccccc2C)nc1C	66.8*	2.1	78.6*	81.7*	-0.6	11.9	6.1	18.9	6.1
CCCn1c(NC(=O)C2CCN(C(=O)c3ccc(F)cc3)CC2)nc2ccccc21	-8.3	-30.8	-4.8	3.1	9.2	4.7	-107.3	2.1	-4.3
Cc1[nH]c2ccccc2c1/C=C(\C#N)S(=O)(=O)c1ccccc1	1.3	-0.1	-19.3	-1.4	11.2	8.2	2.8	4.7	-6.1

Continued:
SMILES	SENP8 block-1	SENP1 FRET inh	SENP6 block	SENP7 block	Apaf1 inhib	NALP3 yeast inh	SENP8 block-2	PfG6PD inh	HKDC1 inh
CC1(C)C(CO)=CC(=O)C2=C1SCC(=O)N2	4.6	2.7	3.9	-9.8	-0.4	-3.0	9.8	-0.6	-7.3
Cc1nc2cc(C(=O)O)ccc2n1-c1ccccc1	-13.6	0.9	-2.7	1.9	-0.1	15.4	16.0	-7.7	-5.4
CCOc1ccc2[nH]c(=O)c(CN(CCO)C(=O)c3ccc(F)cc3)cc2c1	-1.6	0.5	4.5	-2.1	5.4	2.7	-496.2	0.9	-6.9
COc1ccccc1NC(=S)N/N=C/c1cccc(C)c1	-1.8	1.9	5.2	5.2	12.6	25.3	20.6	5.0	-7.8
COc1cc(/C=C/C(=O)NCC(=O)N2CCC(N(C)CCN3CCOCC3)CC2)ccc1OC(C)C	-0.5	0.9	2.9	0.4	6.8	1.8	-206.1	2.4	-7.0
Cc1c(Cl)cccc1Nc1ncccc1C(=O)OCC(O)CO (stereo not drawn)	6.1	.	-30.1	1.0	-4.1	9.0	.	.	.
O=C(NC1(C(F)(F)F)N=C2SCCN2C1=O)c1ccccc1F (stereo not drawn)	3.5	-1.1	-11.7	0.3	-11.6	12.5	7.7	-10.0	-8.6

High-throughput results (PubChem)
